Screens deposited in PubChem BioAssay by several laboratories.
IDE inh – human IDE inhibitors in live cells, primary screen, fluorescence polarization, HEK cells, FAbetaB substrate. FAbetaB cleavage. inhibition, % at 5.59 µM. 0.41% of 320,000 active. AID 434962, 2010;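 active = percent inhibition above the average of all tested compounds plus 3 SD, set per screening campaign, cut at about 16% in these data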;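 also: IDE supplied by intact live HEK cells; FP after avidin binding of uncleaved biotin substrate so inhibition keeps polarization high; 0% = DMSO wells and 100% = 60 µM reference IDE inhibitor Ii1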
IDE cell activ – human IDE activators in live cells, primary screen, fluorescence polarization, HEK cells, FAbeta-B substrate; Insulin-degrading enzyme (Homo sapiens), P14735; FAbeta-B cleavage; 0% vehicle, 100% cell-free pure enzyme wells; activation, % at 5.96 µM; 0.073% of 340,000 active;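 active = activation above the mean of all tested compounds plus 3 SD, set per screening campaign, cut at about 17% in these data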
p-CIP stab down – p/CIP-EGFP fusion destabilizers, primary screen, fluorescence, F442A cells; Q05BA5; 16 h; decrease of EGFP signal, % at 10 µM; 0.01% of 290,000 active; AID 1984, 2009;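 active = EGFP signal decrease of at least 30% at 10 µM or well 3 SD below plate mean, unless failing retest; inactive = the rest, including hits failing retest or dose response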; also: some compounds called inactive have numbers as strong as hits; many of its hits are not listed in these tables
HCV NS3 hel inh – inhibitors of HCV NS3 helicase, primary screen, biochemical, Cy5 molecular beacon fluorescence; Hepatitis C virus NS3 helicase; NS3 helicase DNA unwinding; inhibition, % at 10.9 µM; 0.56% of 290,000 active; AID 1800, 2009;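 active = inhibition above the mean of all tested compounds plus 3 SD, set per campaign, cut at about 35% in these data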;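 also: 0% = DMSO wells and 100% = thioflavine S control wells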
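Material: hepatitis C virus NS3 helicase domain fragment enzyme; measured by: Cy5 fluorescence, 0 and 60 min reads; control set: DMSO and thioflavine S; incubation: 60 min unwinding reaction at 25 °C after ATP addition; read-out basis: % inhibition from 60/0 min fluorescence ratio, DMSO 0%, thioflavine S 100%; repeats: singlicate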
VIM-2 inhibitor – VIM-2 metallo-beta-lactamase inhibitors, primary screen, biochemical, epi-absorbance readout, Pseudomonas aeruginosa enzyme. 0.89% of 290,000 active. purified VIM-2, nitrocefin hydrolysis, epi-absorbance fluorescence. inhibition, % at 5.6 µM;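 active = inhibition above the mean of all tested compounds plus 3 SD, cutoff set per screening run, cut at about 7.5% in these data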;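 also: red hydrolysis product quenches plate fluorescence so inhibitors raise well fluorescence; 0% = enzyme with DMSO and 100% = DMSO without enzyme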
IMP-1 inhibitor – IMP-1 metallo-beta-lactamase inhibitors, primary screen, biochemical, epi-absorbance readout, Pseudomonas aeruginosa enzyme. metallo-beta-lactamase IMP-1 (Pseudomonas aeruginosa). purified IMP-1, nitrocefin hydrolysis, epi-absorbance fluorescence. inhibition, % at 5.6 µM. 0.45% of 290,000 active. AID 1556, 2009;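 active = inhibition above the mean plus 3 SD of all compounds in the same screening run, cut at about 4.5% in these data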;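 also: 0% = IMP-1 with DMSO and 100% = DMSO wells lacking enzyme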
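Assay system: purified IMP-1; Quantity: IMP-1 0.2 nM before substrate addition; Medium: HEPES buffer pH 7.1 with ZnSO4 and Brij 35; Incubation: 15 min enzyme–compound preincubation, then 25 min nitrocefin reaction, 25 °C; Signal: fluorescence quenching readout, ex 480/em 530 nm; Controls: DMSO with and without IMP-1; Repeats: singlicate testing.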
SUMO HTRF inh – inhibitors of in vitro SUMOylation cascade, primary screen, biochemical, HTRF, uHTS; SUMO-conjugating enzyme UBC9 (Homo sapiens), P63279; inhibition, % at 35 µM; 0.36% of 290,000 active; HTRF SUMOylation assay, SAE1/SAE2 + UBC9; in the data active = inhibition above about 50%, passing the limit was not always enough; also: strong numbers were not always called active
Target sequence (P63279 whole entry, looked up): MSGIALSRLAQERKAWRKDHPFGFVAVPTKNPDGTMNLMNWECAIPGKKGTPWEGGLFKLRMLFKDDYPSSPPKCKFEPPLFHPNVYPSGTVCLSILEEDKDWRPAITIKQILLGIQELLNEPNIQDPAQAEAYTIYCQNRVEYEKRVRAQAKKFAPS
DNA FID counter – compounds displacing fluorescent DNA intercalator, primary screen, artefact control for HCV NS3 helicase inhibitor project, biochemical, FID fluorescence. DNA fluorescent intercalator displacement. inhibition, % at 7.9 µM. 0.17% of 290,000 active; in the data active = inhibition above about 37%;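 also: 0% = vehicle and 100% = reference compound; higher means more ethidium bromide displaced from hairpin DNA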
PfM18AAP inh – PfM18AAP inhibitors, malaria aminopeptidase, primary screen, biochemical, QFRET, recombinant enzyme. M18 aspartyl aminopeptidase (Plasmodium falciparum 3D7). H-Glu-NHMec fluorogenic cleavage. inhibition, % at 7.35 µM. 1.2% of 290,000 active;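 active = inhibition above the campaign mean inhibition over all tested compounds plus 3 SD, cut at about 28% in these data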;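 also: 0% = plate median of test compound wells and 100% = 2 mM ZnCl2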
* marks the source's active call; other numbers are inactive results; nt = no result given.

compound	IDE inh	IMP-1 inhibitor	HCV NS3 hel inh	VIM-2 inhibitor	p-CIP stab down	IDE cell activ	SUMO HTRF inh	PfM18AAP inh	DNA FID counter
Cc1ccc(CN2CCC(CNC(=O)C3CCCN(c4ncnc5c4nc4n5CCCCC4)C3)CC2)cc1 (stereo not given)	0	-4.7	-37	-2.0	-10	-1	4	2	24
CCn1c2c(c(=N)c3c1CCC3)CCC2	1	3.3	-7	-2.4	-10	4	3	-1	3
Cc1ccc(C)c(OCCCC(C)(C)C(=O)O)c1	2	-1.6	8	-2.8	-10	4	6	-2	-12
COc1ccc(/C=C(/NC(=O)c2ccc([N+](=O)[O-])cc2)C(=O)NC(C)(C)C)cc1	2	-4.0	-5	-2.7	5	3	-2	-1	-3
O=C(NC(Nc1ncccn1)C(=O)c1ccccc1)c1ccccc1 (stereo not given)	-1	-3.2	0	-3.9	-15	1	-9	-4	-7
CCOC(=O)/C=c1\s/c(=C\c2ccc(C(=O)OC)cc2)c(=O)n1CC(=O)Nc1ccccc1	5	-3.8	7	-2.1	-9	0	16	3	1
Cc1ccc(-c2csc(NC(=O)CSc3nc4ccccc4c(=O)n3CCCN(C)C)n2)cc1	1	-2.1	-68	-4.6	-10	-2	-9	0	0
Cc1ccc(NCc2nnc(SCC(=O)Nc3nnc(C)s3)n2C)cc1	4	-1.7	6	-0.7	-32	-3	8	3	-7
Cc1[nH]n(CCC#N)c(=O)c1CC(=O)N1CCN(c2ccccc2)CC1	3	-2.0	-6	-3.0	5	3	18	1	-4
CCCn1nnnc1SCC(=O)NC1CCCC1	5	-2.1	-7	-0.6	6	6	10	-2	-1
O=C(Nc1nccs1)c1cn(-c2ccccc2)nc1-c1ccccc1	-2	-2.6	-32	-1.9	6	1	-3	-1	-4
CCOC(=O)c1ccc(N2C(=O)CC(N3CCC(C(=O)OCC)CC3)C2=O)cc1 (stereo not given)	5	-1.5	6	-0.5	3	5	13	-15	-15
COC(=O)c1nc(NC(=O)c2ccc(C(C)(C)C)cc2)n[nH]1	nt	-2.1	-1	-3.6	-26	0	-2	-3	-4
Cc1ccccc1NC1=NC2(CCCC2)N=C(N)N1	11	-0.9	-5	-1.1	-1	0	13	-7	-5
CCC(=O)N(CCC1(C(C)C)CCOC(C)(C)C1)C(C)c1cccs1 (stereo not given)	8	0.2	25	2.2	6	2	4	7	23
C=CCOCC(O)Cn1c(N2CCCC2)nc2c1c(=O)n(C)c(=O)n2C (stereo not given)	nt	-1.5	3	-1.7	-2	-1	14	-2	-11
CCOc1ccc(NC(=O)NCCN2C(C)CCCC2C)cc1 (stereo not given)	0	-5.5	-3	-2.3	-4	7	6	-2	5
O=Cc1cc2ccccc2nc1SCc1ccc(Cl)cc1	3	-0.1	6	-3.0	9	0	-3	-1	0
COc1ccc(-c2[nH]ncc2CN(C)Cc2ccccn2)c(OC)c1	7	-2.6	0	-2.3	6	-2	-9	-3	3
CC(NC(=O)COc1ccccc1)C(c1cccs1)N1CCCC1 (stereo not given)	-4	-2.9	6	-1.9	13	6	17	0	1
COc1ccc(Cn2nnc(C(=O)Nc3ccc(F)cc3)c2N)cc1	-5	-1.2	-2	-1.2	-3	3	20	-11	-2
O=C(COC(=O)c1cccc(N2C(=O)c3ccccc3C2=O)c1)Nc1ccccc1	-1	-3.6	1	-0.6	4	5	8	2	-1
CCOc1ccc(Br)cc1/C(C)=N\NC1=NCCN1	1	-6.2	4	-3.6	-1	2	19	-10	13
O=C(Nc1ccc(Oc2ccccc2)nc1)C1CCCCN1Cc1ccco1 (stereo not given)	5	-0.7	-5	-1.5	-27	-9	5	1	-6
Cc1ccc(S(=O)(=O)N[C@@H](Cc2ccccc2)C(=O)CCl)cc1	2	-5.1	-6	-0.6	1	3	-12	-10	-4
CCc1noc(C)c1C(=O)Nc1nc(-c2ccc(Cl)cc2Cl)c(C)s1	0	0.1	2	-2.8	-4	-1	0	-4	1
Fc1ccc(COc2ccc(-c3nnco3)cc2)cc1	5	-1.4	-2	-2.6	-13	nt	26	1	-6
CCc1n[nH]c(=S)n1/N=C/c1ccc2c(c1)OCO2	-2	-0.6	4	5.4	-1	-3	-18	15	-3
C/C(=C/C(=O)O)C(=O)Nc1cccc(C(F)(F)F)c1	1	-2.3	-2	-2.3	16	-2	-8	-5	0
COc1ccc(C(=O)NC(=S)Nc2cccc3ncccc23)cc1[N+](=O)[O-]	0	-1.2	-14	0.0	-17	-7	17	11	-5
COc1cccc(NC(=O)CN(C)C(=O)c2cccc(S(=O)(=O)N3CCN(c4ccccc4)CC3)c2)c1	-3	1.0	-9	-2.6	-29	1	-17	8	-37
CCCCCN(C(=O)COC(=O)c1ccc(Br)o1)c1c(N)n(CCCC)c(=O)[nH]c1=O	-1	-3.8	6	-4.8	-1	-4	-10	-12	-27
CCCn1c(SCC(=O)Nc2ccc(OC)cc2[N+](=O)[O-])n[nH]c1=O	7	-1.9	9	-1.4	9	12	14	6	-5
Cc1ccc2nc(N3CC(=O)Nc4ccccc43)nc(-c3ccccc3)c2c1	-4	-3.6	19	-0.8	-9	4	14	4	-26
CC1=C(C(=O)Nc2ccccc2)C(c2ccco2)n2ncnc2N1 (stereo not given)	-7	-3.7	4	-7.4	-3	7	4	9	-5
CC(C)c1ccc(NC(=O)Cn2cccc2C2=NC(c3ccccc3)CO2)cc1 (stereo not given)	5	0.1	-65	0.2	-24	2	-15	-4	5
COc1ccc(N/C(C)=C/C(=S)Nc2ccccc2)cc1	1	-1.0	-16	-2.1	1	4	0	9	-4
Cc1ccc(/C=C/C(=O)NCc2ccc(S(N)(=O)=O)cc2)o1	nt	-4.3	6	-4.0	-7	-17	27	-36	-3
COC(=O)CSc1nc(-c2ccccc2)c2c(c1C#N)CCCC2	5	-6.2	-4	-4.8	-16	-9	5	4	-17
CCOc1cc(/C=C/c2nc3ccccc3s2)ccc1OCC(=O)N1CCOCC1	9	-1.7	-25	-1.0	4	-11	-1	-7	-38
CCc1cc(=O)oc2c(C)c(OC(C)C(=O)NCCCN3CCOCC3)ccc12 (stereo not given)	0	-2.1	6	4.1	-8	-4	16	3	6
COc1ccc(CNc2ccc(-c3ccccc3OC)nn2)cc1	3	0.5	-6	1.0	1	0	-5	3	-14
CC(NC(=O)CCCn1cc([N+](=O)[O-])cn1)c1ccccc1 (stereo not given)	-7	-3.5	5	-5.1	2	3	35	-1	-1
O=S(=O)(c1cccc(Cn2nnc(-c3ccc(F)cc3)n2)c1)N1CCOCC1	-1	-1.4	-15	-0.7	-9	4	7	-5	-27
CC(C)CC(OC(=O)c1nsc(Cl)c1Cl)C(=O)NC1CCCC1 (stereo not given)	0	-1.2	-10	-1.2	-16	0	7	-5	-35
Cn1c(=O)c2c(nc(CN3CCOCC3)n2CCc2ccccc2)n(C)c1=O	5	0.6	-6	1.2	-2	3	1	10	-13
O=C(O)C1CCCCC1C(=O)Nc1ccc(S(=O)(=O)N2CCCC2)cc1 (stereo not given)	-4	-3.4	-5	1.1	8	4	-7	-10	-15
CCS(=O)(=O)CCSC1OC(COC(C)=O)C(OC(C)=O)C(OC(C)=O)C1OC(C)=O (stereo not given)	2	-2.4	6	-2.8	1	1	1	5	-6
CCOC(=O)C1(C)NC(c2ccc(OC)c(OC)c2)C2C(=O)N(CC)C(=O)C21 (stereo not given)	4	-2.9	-1	-2.7	1	6	-5	-3	-3
Nc1c(Cl)ncnc1N/N=C/c1ccc(O)cc1	-3	3.3	2	-1.9	-1	5	14	21	3
COc1ccc(C2=NN(C(=O)c3ccco3)C(c3ccco3)C2)cc1OC (stereo not given)	-9	-2.9	3	1.1	-10	0	6	0	-31
Cn1c2ccccc2c2nnc(SCC(=O)NC3CC3)nc21	-2	1.1	-5	9.2*	-5	1	8	-3	-6
CCN1CCN(C(c2cccs2)C(C)NC(=O)c2cccnc2)CC1 (stereo not given)	0	-2.4	-1	-2.2	-39	9	12	7	-5
COc1cc(NC(=S)NC(=O)c2ccc(C)cc2C)ccc1NC(=O)c1cccs1	3	-2.0	4	-2.0	-15	2	15	1	-11
Cc1cc(Br)ccc1S(=O)(=O)NCc1ccccc1	3	-2.7	-9	-3.1	-13	-2	4	3	-13
Cn1nc(C(F)(F)F)c(CNC(=O)C(C)(C)CCl)c1N1CCOCC1	1	-1.6	11	-2.6	-5	8	14	-1	-3
CCCCCCN=C1CC(C)(C)CC(=O)/C1=C(/O)CCC	9	-2.7	3	-1.6	-3	3	0	3	-31
COc1ccc(C(=O)NCC(=O)N/N=C/c2cccnc2)cc1OC	3	0.2	8	0.2	1	5	-3	-2	-1
COc1ccc(N2CCN(C(CNC(=O)C(=O)NCC(OC)OC)c3ccco3)CC2)cc1 (stereo not given)	-10	-4.2	1	-1.2	-6	1	-9	1	-25
CCCc1cc(=O)[nH]c(SCC(=O)N2CCN(S(=O)(=O)c3ccccc3)CC2)n1	5	-1.5	12	-2.2	-6	5	9	-5	-10

Next structures.
compound	IDE inh	IMP-1 inhibitor	HCV NS3 hel inh	VIM-2 inhibitor	p-CIP stab down	IDE cell activ	SUMO HTRF inh	PfM18AAP inh	DNA FID counter
CCCCOC(C)n1cc(F)c(=O)[nH]c1=O (stereo not given)	5	-2.7	-2	-4.0	-5	2	2	2	-5
CCCN1CCN(CCCNC(=S)Nc2ccc(OC)cc2)CC1	3	-2.5	-4	0.2	-3	0	14	-18	4
CC(C)Oc1ccc(C(=O)Nc2c3c(nn2-c2ccccc2)CS(=O)(=O)C3)cc1	-3	-3.1	5	-3.0	16	-1	-17	2	-31
O=C(O)c1cc(N/N=C/c2cccc3ccccc23)ccc1Cl	0	-1.4	11	0.3	2	-1	10	4	-20
CN(C)CCCNS(=O)(=O)c1ccc(-n2nnc3ccccc32)c([N+](=O)[O-])c1	-2	-1.3	-20	0.0	-17	-3	12	-2	31
O=Cc1c(Cl)nc2ccccn12	-1	-1.8	-6	-1.1	-10	6	5	-4	1
CCN(CC)c1ncnc2c1cnn2Cc1ccc(C)cc1	7	-2.4	-4	-0.8	-1	2	3	9	-36
O=C1CC(c2cccc(Br)c2)c2cc3c(cc2N1)CCC3 (stereo not given)	5	-2.6	-3	-1.9	-1	1	-23	5	-8
